High-throughput results as filed in PubChem.
LGR2 inh = Drosophila LGR2 receptor signaling inhibition. HEK293 LGR2, CRE-luciferase, bursicon-stimulated, 4 h. inhibition, % at 9.99 µM. 0.35% of 380,000 active. AID 720647;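 active means drop in luminescence signal, shown as inhibition above about 50% in the replicate tests, limit read from the data, passing the limit was not always enough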;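 further: agonist challenge used bursicon conditioned medium at about half maximal strength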
CASP6 VEID inh = blocks human caspase-6 cleavage activity; P55212; purified caspase-6, Z-VEID-R110 cleavage fluorescence; inhibition, % at 12.5 µM; 0.53% of 350,000 active; AID 686996;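 active means mean inhibition across replicates at least about 35%, with every replicate also reaching that limit, limit read from the data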;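 further: 0% = median of neutral control wells and 100% = no fluorescence left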
Target sequence (P55212 24-179 limits assumed): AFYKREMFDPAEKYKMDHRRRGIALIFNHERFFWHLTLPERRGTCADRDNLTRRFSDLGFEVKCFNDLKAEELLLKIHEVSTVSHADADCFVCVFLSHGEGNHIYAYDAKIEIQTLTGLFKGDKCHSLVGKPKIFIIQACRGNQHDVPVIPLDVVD
Target sequence (P55212 194-293 limits assumed): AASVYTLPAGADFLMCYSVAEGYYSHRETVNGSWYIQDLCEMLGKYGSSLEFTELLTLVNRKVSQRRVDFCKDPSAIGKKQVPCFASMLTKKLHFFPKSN
SIRT5 block = blocks human SIRT5 desuccinylation of peptide | Q9NXA8 | Purified SirT5, succinyl-peptide AMC, trypsin-coupled fluorescence | inhibition, % at 15 µM | 1.1% of 330,000 active; in the data active means inhibition above about 15%
Target sequence (Q9NXA8 whole entry, looked up): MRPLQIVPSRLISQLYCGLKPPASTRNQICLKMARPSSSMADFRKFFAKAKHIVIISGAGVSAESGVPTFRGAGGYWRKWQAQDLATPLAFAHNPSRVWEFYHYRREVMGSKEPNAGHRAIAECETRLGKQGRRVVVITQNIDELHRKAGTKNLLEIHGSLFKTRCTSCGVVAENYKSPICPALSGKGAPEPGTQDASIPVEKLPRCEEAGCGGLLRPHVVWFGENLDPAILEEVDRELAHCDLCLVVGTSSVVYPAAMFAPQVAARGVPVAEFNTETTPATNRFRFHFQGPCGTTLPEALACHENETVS
PAX8 reporter = PAX8 transcriptional activity inhibition; 1.2% of 360,000 active; AID 652154; inhibition, % at 12.6 µM; RMG-I TPO-luciferase reporter, SteadyGlo, 24 h;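 active means mean replicate inhibition at least 60% with every replicate also reaching 60%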;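 further: luciferase light reporting Pax8 driven TPO promoter activity; plate controls were median of neutral control wells for no effect and mitoxantrone controls for full effect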
ARNT TACC3 PPI = ARNT/TACC3 interaction disruption. Q9Y6A5. AlphaScreen His-ARNT PAS-B/GST-TACC3 binding, luminescence; TACC3 fragment carries E629A point mutation. inhibition, % at 9.99 µM. 0.66% of 390,000 active. AID 623870;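 active means mean inhibition of replicates at least 50% and at least half of replicates each reaching 50%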;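 further: 0% = complete ARNT plus TACC3 wells and 100% = ARNT alone without TACC3; many hits fall short of the cut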
EWS-Fli inh = EWS/Fli transcriptional activity inhibition; 0.67% of 350,000 active; AID 651661; A673 NR0B1-luciferase reporter, viability-normalised; inhibition, % at 12.6 µM;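 active means mean inhibition of at least 50% after viability correction, with every replicate also passing that limit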;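 further: firefly luciferase signal divided by Alamar Blue viability fluorescence both relative to DMSO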
DENV2 CPE rescue = inhibitors of DENV2 cytopathic effect. DENV2-infected cells, cytopathic effect rescue, plate reader. 1.7% of 350,000 active. CPE inhibition, % at 9.99 µM; in the data active means CPE inhibition above about 20%, passing the limit was not always enough; tested in BHK-21 cells;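 further: 0% = median of neutral control wells and 100% = median of positive control wells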
* hit, by the source's call; . = not tested or not shown; & = joins results of further samples.

SMILES	LGR2 inh	CASP6 VEID inh	SIRT5 block	PAX8 reporter	ARNT TACC3 PPI	EWS-Fli inh	DENV2 CPE rescue
C[C@H](CO)N1C[C@H](C)[C@H](CN(C)S(=O)(=O)c2ccccc2)Oc2ccc(NC(=O)CCN3CCOCC3)cc2C1=O	5.0	-0.3	-1.5	8.7	-1.8	-6.1	-3.6
CCNC(=O)C[C@@H]1CC[C@@H](NS(=O)(=O)c2ccc(F)cc2)[C@H](CO)O1	17.6	1.8	-0.1	-7.5	-5.0	-1.6	13.9
O=C(CCN1C(=O)C2C3CCC(C3)C2C1=O)Nc1ccc(F)cc1 (configuration not stated)	6.0	.	0.2	4.1	-2.7	.	-3.1
OCCC1CN(Cc2cc(F)ccc2-n2cccn2)CCN1C1CCCC1 (configuration not stated)	-12.0	2.4	-2.9	-6.7	-4.7	-5.0	12.0
O=C(Nc1ccccc1F)N[C@H]1CC[C@H](CCNC(=O)C2CCOCC2)O[C@H]1CO	-7.3	0.1	1.7	-8.8	-0.3	-1.7	-12.9
CCN(CC(=O)Nc1c(F)cccc1F)C(=O)CCc1nc2sc3c(c2c(=O)[nH]1)CCCC3	22.7	32.9	3.3	0.6	2.1	-1.6	-3.0
COc1cc(-c2nnc3sc(-c4ccncc4)nn23)cc(OC)c1OC	8.9	3.5	-0.6	7.1	6.3	-26.1	-5.6
CC(=O)Nc1cccc(C(=O)OCN2C(=O)c3ccccc3C2=O)c1	-1.1	3.3	-6.2	-2.0	2.2	.	6.2
Cc1ccc(OCC(=O)N2CCc3ccccc3C2)cc1	-21.7	3.8	1.7	18.6	-2.8	-17.8	4.7
O=C(Cc1ccccc1)N1CC(=O)N2[C@H](CO)[C@H](c3ccc(C#Cc4ccccc4)cc3)[C@@H]2C1	6.2	0.0	-0.9	.	.	.	4.5
COCC(C)n1c(C)cc(C(=O)COc2ccc(N(C)S(=O)(=O)c3ccc(NC(C)=O)cc3)cc2)c1C (configuration not stated)	5.9	1.7	-0.3	8.5	4.1	6.8	5.7
C[C@H]1CN([C@@H](C)CO)S(=O)(=O)c2ccc(Br)cc2O[C@H]1CN(C)S(=O)(=O)c1ccccc1F	8.8&4.4	0.8&-3.4	-4.5&2.0	-15.9	.	-1.9&8.4	2.7&-15.3
Cc1ccc(NC(=O)COC(=O)C2(CC(=O)NC(C)(C)C)CCCC2)cc1C	14.6	-1.2	-3.8	-2.0	-2.2	6.9	-1.4
CCCCn1c(N)c(N(CC)C(=O)c2cccc(C)c2)c(=O)[nH]c1=O	2.0	5.1	-0.2	14.9	-1.7	-2.9	5.5
CC(=O)NC1=NN(C(C)=O)C(C)(c2ccccn2)S1 (configuration not stated)	.	0.8	0.8	0.5	-12.6	1.5	-3.3
COc1ccc(S(=O)(=O)N(C)C[C@@H]2Oc3c(NS(=O)(=O)c4cn(C)cn4)cccc3C(=O)N([C@@H](C)CO)C[C@H]2C)cc1	-2.5	2.3	-0.5	6.2	.	-3.1	16.5
CCOC(=O)c1sc(NC(=O)c2ccco2)c(C#N)c1C	-2.2	-0.7	-0.8	33.0	0.1	-1.7	11.9
CCCNC(=O)N(C)C[C@H]1Oc2cc(C#CCN(C)C)ccc2S(=O)(=O)N([C@@H](C)CO)C[C@H]1C	-28.6	-11.7	-1.4	.	8.1	-8.6	-1.8
CO[C@@H]1CN(C)C(=O)c2cc(NC(=O)Nc3ccc4c(c3)OCO4)ccc2OC[C@@H](C)N(C)C[C@H]1C	-5.2&-12.1	-0.8&-0.1	.	-3.9&-40.1	8.2	-0.8&-12.7	17.9&-11.6
Cc1oc2cc3oc(=O)c(CC(=O)N[C@H](C(=O)N[C@@H](C(=O)O)c4ccccc4)C(C)C)c(C)c3cc2c1C	-5.3	2.1	2.6	.	1.7	-17.1	10.7
O=C(Nc1ccccc1NC(=O)c1ccccc1Cl)c1ccccc1Cl	-12.1	0.0	.	-12.6	-1.6	-1.8	5.8
COc1ccccc1/C=C/C(=O)NCc1ccccn1	-4.7	-0.4	-1.0	2.3	.	-1.5	1.9
COc1cc(/C=N/N2CCN(Cc3ccc(Cl)cc3)CC2)cc(Br)c1O	2.5	0.8	18.4*	-4.7	26.7	19.7	8.6
COc1ccc(C(=O)OCCOc2ccccc2C(C)=O)c(O)c1	-15.7	2.1	-6.8	13.0	0.6	-1.4	-3.3
COc1ccc(S(=O)(=O)N2CCOC23CCN(S(=O)(=O)c2ccccc2)CC3)cc1	1.7	-1.4	26.8*	-6.0	-0.3	1.2	-4.1
COc1ccc(C(=O)Nc2cccc(-c3ccc4nncn4n3)c2)cc1	-7.7	2.4	-1.1	4.7	19.9	-2.5	5.5
O=C(CN1C(=O)S/C(=C\c2ccccc2)C1=O)NCCCn1ccnc1	12.0	-3.7	-6.9	-2.3	17.3	8.5	6.9
O=C(Nc1ccc2c(c1)OCCO2)C1c2ccccc2OCC(=O)N1CC(F)(F)F (configuration not stated)	-11.6	.	-2.1	-5.1	.	10.1	2.9
O=C(Cn1c[n+](CC(=O)c2ccc([N+](=O)[O-])cc2)cn1)c1ccc([N+](=O)[O-])cc1	-9.5&4.6	4.4&3.3	6.7	38.2&-6.5	-1.7&14.0	27.6&2.3	-1.8&0.7
CCCN(CC(=O)Nc1cc(Cl)ccc1Cl)C(=O)/C=C/c1cc(OC)ccc1OC	-9.3	-0.5	-3.6	3.0	-5.6	0.9	-2.5
Cc1cccc(N(C(=O)c2csnn2)C(C(=O)NC(C)(C)C)c2cccs2)c1 (configuration not stated)	-17.7	5.8	0.9	.	0.2	1.3	7.4
COc1cc2c(-c3ccc4cc[nH]c4c3)c(-c3ccsc3)oc(=O)c2cc1OC	14.2	0.0	-1.0	14.5	-4.4	-9.4	-9.8
COCCNC(=O)C(c1ccc(F)cc1)N(C(=O)CCC(=O)Nc1ccccn1)c1cccc(C)c1 (configuration not stated)	3.1	-2.7	4.2	5.5	-5.2	-2.6	1.3
CSc1ccc(C(=O)C2CCCN(C(=O)CN3CCOC3=O)C2)cc1 (configuration not stated)	-2.0	-1.4	3.0	12.0	-4.2	.	-4.1
CC(=O)c1cc2c(cc1NC(=O)CSc1ccc(S(=O)(=O)N(C)C)cn1)OCO2	1.5	-1.6	-0.6	-0.8	-0.4	-5.9	-2.5
CS(=O)(=O)c1ccc2nc(NC(=O)C3CC(=O)N(c4ccc(F)cc4)C3)sc2c1 (configuration not stated)	-0.3	2.6	2.3	13.7	-3.7	-4.7	-4.1
COc1ccc(NC(=O)Nc2ccc3c(c2)[C@@H]2C[C@@H](CC(=O)NC4CCCC4)O[C@H](CO)[C@@H]2O3)cc1	3.7	-1.0	-3.4	-0.2	-4.3	-7.3	9.3
Cc1ccc(C(=O)CCC(=O)NNC(=O)c2ccccc2O)cc1	1.6	-0.9	-1.2	-14.0	-3.0	1.4	-0.3
Cc1cccc(N2CCN(C(=S)c3ccc([N+](=O)[O-])cc3)CC2)c1	-12.4	-2.1	6.1	-3.4	2.7	-11.8	-5.6
CCOC(=O)C1CCN(C(=O)/C(C)=C\c2ccccc2)CC1	-7.7	-1.2	-0.7	-9.5	.	-20.6	-5.0
CN(C)S(=O)(=O)c1cccc(C(=O)N=C2N=C3C=CC(Cl)=CN3Cc3ccccc32)c1	-78.2	-1.4	-2.9	-115.0	-4.2	-80.3	9.5
O=C1NN(c2ccccc2)C(=O)/C1=C\c1ccc(-c2cc([N+](=O)[O-])ccc2O)o1	3.1	29.0	17.7*	12.8	6.3	8.9	6.3
COc1ccc(CNC(=O)C[C@@H]2CC[C@H](NC(=O)c3cccc(F)c3)[C@@H](CO)O2)cc1	-0.1	-1.0	1.3	-1.5	30.4	4.5	-7.6
C[C@@H]1CN([C@H](C)CO)C(=O)c2cc(NC(=O)Cc3cn(C)c4ccccc34)ccc2O[C@@H]1CN(C)Cc1ccc(C(F)(F)F)cc1	-15.1	-0.5	-3.1	-6.1	-5.7	-5.9	5.5
O=C(COc1ccc(Cl)cc1)N(Cc1ccc(F)cc1)C1CCS(=O)(=O)C1 (configuration not stated)	10.8	0.0	0.6	16.6	-1.1	10.7	-5.7
CCOC(=O)C1CCCN(C2CC(=O)N(c3ccccc3)C2=O)C1 (configuration not stated)	3.6	1.7	-5.0	5.4	-4.9	-2.3	-6.5
CO[C@@H]1CC[C@H]2CCOc3c(C#N)cccc3C(=O)N(C)C[C@@H](c3ccccc3)CC(=O)N(C)C[C@H]1O2	-23.7	0.4	-0.1	-4.5	1.7	2.8	3.6
COc1ccc(CC(=O)Nc2ccc(S(=O)(=O)Nc3nccs3)cc2)cc1	4.9	-0.6	-3.4	-2.6	-0.4	-4.8	-3.6
Cc1ccc(-c2cnc3c(c2)C(=O)N([C@@H](C)CO)C[C@@H](C)[C@@H](CN(C)CC2CCOCC2)O3)cc1	-23.0	-3.6	3.9	.	-3.4	4.2	2.2
COc1nc(=O)n(C2OC(CO)C(O)C2O)cc1C (configuration not stated)	-6.0	1.0	.	-4.3	-2.8	-3.0	-11.7
COc1ccc(NC(=O)Nc2ccc3c(c2)C(=O)N([C@H](C)CO)C[C@@H](C)[C@@H](CN(C)S(=O)(=O)c2ccc(F)cc2)OCCCC[C@H](C)O3)cc1	-7.8	1.4	12.0	-23.1	22.7	3.0	8.2
CO[C@H]1CN(C)C(=O)c2cccc(C#N)c2OC[C@H]2O[C@H](CC[C@H]2OC)CCN(C)C(=O)[C@@H]1C	10.1	-0.4	1.3	6.6	-0.5	-1.7	-1.2
CC(=NNC(N)=S)c1ccc2cc3c(cc2c1)OCO3	6.6	.	-3.0	-148.2	.	-39.2	-6.9
CCCCN(CC)CCNC(=O)CNC(=O)Cn1ccc2ccccc2c1=O	2.3	2.6	-11.6	-4.6	-1.7	-11.0	-4.5
COc1ccccc1CN1CC(C(=O)N2CCC(OC)CC2)CCC1=O (configuration not stated)	-2.1	3.7	-0.9	-11.2	0.1	.	-1.1
O=C(COC(=O)c1ccc(O)cc1)NC(c1ccccc1)c1ccccc1	-13.1	0.5	.	7.0	-9.7	3.4	7.3
CCc1cccc(C)c1NS(=O)(=O)Cc1ccccc1	4.5	1.5	3.6	25.3	5.8	1.4	-3.4
C[C@H](CO)N1C[C@H](C)[C@@H](CN(C)S(=O)(=O)c2cccs2)Oc2ccc(NC(=O)Nc3ccc(F)cc3)cc2C1=O	11.1	-2.1	11.9	.	1.1	-0.9	-1.2

Reprinted at random: two records from the list
SMILES	LGR2 inh	CASP6 VEID inh	SIRT5 block	PAX8 reporter	ARNT TACC3 PPI	EWS-Fli inh	DENV2 CPE rescue
COc1ccccc1CN1CC(C(=O)N2CCC(OC)CC2)CCC1=O (configuration not stated)	-2.1	3.7	-0.9	-11.2	0.1	.	-1.1
CO[C@H]1CN(C)C(=O)c2cccc(C#N)c2OC[C@H]2O[C@H](CC[C@H]2OC)CCN(C)C(=O)[C@@H]1C	10.1	-0.4	1.3	6.6	-0.5	-1.7	-1.2

Record cards, as listed above. Values in the order: LGR2 inh | CASP6 VEID inh | SIRT5 block | PAX8 reporter | ARNT TACC3 PPI | EWS-Fli inh | DENV2 CPE rescue
Entry for `Cc1ccc(-c2cnc3c(c2)C(=O)N([C@@H](C)CO)C[C@@H](C)[C@@H](CN(C)CC2CCOCC2)O3)cc1` → -23.0 | -3.6 | 3.9 | . | -3.4 | 4.2 | 2.2
Entry for `COc1ccc(NC(=O)Nc2ccc3c(c2)C(=O)N([C@H](C)CO)C[C@@H](C)[C@@H](CN(C)S(=O)(=O)c2ccc(F)cc2)OCCCC[C@H](C)O3)cc1` → -7.8 | 1.4 | 12.0 | -23.1 | 22.7 | 3.0 | 8.2
Entry for `CC(=NNC(N)=S)c1ccc2cc3c(cc2c1)OCO3` → 6.6 | . | -3.0 | -148.2 | . | -39.2 | -6.9
Entry for `CO[C@H]1CN(C)C(=O)c2cccc(C#N)c2OC[C@H]2O[C@H](CC[C@H]2OC)CCN(C)C(=O)[C@@H]1C` → 10.1 | -0.4 | 1.3 | 6.6 | -0.5 | -1.7 | -1.2
Entry for `CCc1cccc(C)c1NS(=O)(=O)Cc1ccccc1` → 4.5 | 1.5 | 3.6 | 25.3 | 5.8 | 1.4 | -3.4

Outcome played no part in choosing rows; about 4.9% have a hit in one of these screens.
